HRP interference – HRP/luminol detection interference without ALR, dose response, artefact control for ALR inhibitor project, biochemical, luminescence, no ALR or DTT; HRP/H2O2 luminol luminescence counterscreen, no ALR; 2,500 tested, 15% active; activity change, negative = inhibition, % at the top dose, mostly 10 µM; hits show AC50 in µM; AID 540356;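 active = signal-lowering compounds whose fitted half-maximal concentration AC50 is no higher than ten times their top tested concentration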;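 also: 0% = median of neutral control wells and -100% = median of quercitin 100 µM wells; many of its hits are not listed in these tables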
Active calls of the source: *. Not all compounds are listed. The share of hits here may be higher or lower than overall.

Start of the data: the first five entries, to show the layout:
SMILES | HRP interference
CN1CC(=O)N(CC(=O)Nc2ccc(SC(F)F)cc2)C1=O | 0.2%
Nc1ccc(Cl)cc1/C(=N/O)c1ccccc1 | 1.9%
COC(=O)[C@H](Cc1ccccc1)NC(=O)N1CCN(c2ccc(F)cc2)CC1 | -1.7%
CC(C)NC(=O)Nc1cccs1 | -4.9%
CC(C)N(CCC(=O)c1ccc2ccccc2c1)Cc1ccccc1 | -0.8%

This part in full, from the first entry:
SMILES | HRP interference
CN1CC(=O)N(CC(=O)Nc2ccc(SC(F)F)cc2)C1=O | 0.2%
Nc1ccc(Cl)cc1/C(=N/O)c1ccccc1 | 1.9%
COC(=O)[C@H](Cc1ccccc1)NC(=O)N1CCN(c2ccc(F)cc2)CC1 | -1.7%
CC(C)NC(=O)Nc1cccs1 | -4.9%
CC(C)N(CCC(=O)c1ccc2ccccc2c1)Cc1ccccc1 | -0.8%
CN(C)c1ccc(/C=N/NC(=O)CCC(=O)NCc2ccccc2)cc1 | 1.5%
Cc1cc(C(=O)NNc2ccc(F)cc2)no1 | -5.2%
N#Cc1ccc(CSc2ccc(S(=O)(=O)N3CCCC3)cn2)cc1 | 0.5%
O=C(Nc1ccccc1N1CCCCC1)c1cnccn1 | 0.4%
CN(C)CCCN1c2ccccc2Sc2ccc(Cl)cc21 | -6.8%
O=c1oc2ccccc2cc1-c1ccc(O)cc1 | -10.8%
Cc1nn2c(NCCCN(C)C)c3c(nc2c1-c1ccccc1)CCCC3 | -9.3%

2 neighbouring entries already listed, quoted:
SMILES | HRP interference
O=c1oc2ccccc2cc1-c1ccc(O)cc1 | -10.8%
Cc1nn2c(NCCCN(C)C)c3c(nc2c1-c1ccccc1)CCCC3 | -9.3%

Later entries
SMILES | HRP interference
Cc1cc(C)n(CCC(=O)N2CCCC(Nc3ccc(F)cc3)C2)n1 (stereo not drawn) | -1.7%
Cc1ccn2cc(-c3cccc(NC(=O)CCC(=O)O)c3)nc2c1 | -8.8%
N#Cc1ccc(CSc2nnc(NC(=O)c3ccc(=O)[nH]c3)s2)cc1 | -1.3%
CCCCn1c(-c2ccco2)n[nH]c1=S | -1.8%
O=C(O)c1cccc(NC(=O)c2cccc(S(=O)(=O)Nc3cccc([N+](=O)[O-])c3)c2)c1 | -1.2%
CN(C)S(=O)(=O)c1cccc(-c2cn3cccnc3n2)c1 | -0.7%
Cc1nnc(Sc2nc3ccccc3o2)c2ccccc12 | 1.4%
COc1ccc(C(N)CCc2ccco2)cc1 (stereo not drawn) | -4.0%
Cc1ccc(-n2c(-c3cnccn3)n[nH]c2=S)cc1 | 1.9%
CC(=N\Nc1ccc(Cl)cc1)/C(=N/O)C(=O)Nc1ccccc1 | -1.3%
CN(C)c1ccc(CNC(=O)C2CCN(S(=O)(=O)c3ccc4c(c3)CCCC(=O)N4)CC2)cc1 | 4.1%
Cc1cccc(CSC2=NCCN2C(=O)c2ccco2)c1 | -2.3%
CCN1CCN(C(=O)Nc2ccc(Cc3ccc(NC(=O)N4CCN(CC)CC4)cc3)cc2)CC1 | -5.7%
COc1ccc2[nH]c(C)c(-c3csc(N)n3)c2c1 | -4.5%
COc1cccc(CC(=O)Nc2ccccc2N2CCCC2)c1 | 5.4%
Cn1c(=O)c2c(nc(N/N=C/c3ccncc3)n2Cc2ccccc2)n(C)c1=O | -3.5%
CN(C)CCCNc1cc(C(C)(C)C)nc2c(-c3ccccc3)cnn12 | 3.1%
Clc1ccc(-n2nnc(-c3nccs3)n2)cc1Cl | -1.3%
Cc1cccc(/C=N/Nc2nncc3ccccc23)c1 | -3.3%
COc1cccc(/C=N/NC(=O)CNC(=O)c2ccncc2)c1O | -1.7%
Cc1cc(C(=O)NNc2ccccc2F)no1 | 8.51µM*
Nc1cccc(C(=O)Nc2ccc3nc(-c4cccnc4)[nH]c3c2)c1 | -4.1%
O=c1[nH]n(-c2ccc(Cl)cc2)c2ncccc12 | -2.8%
CCS(=O)(=O)N1Cc2ccccc2CC1C(=O)N1CCN(c2ccccc2)CC1 (stereo not drawn) | 2.0%
Cn1c(=O)[nH]c(=O)c2c1[nH]c(=S)n2Cc1ccccc1 | -6.4%
COc1cc(/C=N/n2c(C)n[nH]c2=S)ccc1OCc1ccccc1 | -10.1%
CN(C)CCC(=O)N1c2ccccc2Sc2ccc(C(F)(F)F)cc21 | -3.2%
COc1cc(Nc2c3ccccc3nc3ccccc23)cc(OC)c1OC | 1.2%
O=C(CN1C(=O)S/C(=C\C=C\c2ccccc2)C1=O)Nc1ccccc1C(=O)O | -11.8%
COc1ccc(N2CCN(C(c3cccs3)C(C)NS(C)(=O)=O)CC2)cc1 (stereo not drawn) | -9.2%
O=S(=O)(Nc1ccc(N2CCCCC2)cc1)c1cccc2cccnc12 | -3.4%

4 of the compounds above, with each value named:
CN(C)CCC(=O)N1c2ccccc2Sc2ccc(C(F)(F)F)cc21
  HRP interference: -3.2%
COc1cc(Nc2c3ccccc3nc3ccccc23)cc(OC)c1OC
  HRP interference: 1.2%
O=C(CN1C(=O)S/C(=C\C=C\c2ccccc2)C1=O)Nc1ccccc1C(=O)O
  HRP interference: -11.8%
COc1ccc(N2CCN(C(c3cccs3)C(C)NS(C)(=O)=O)CC2)cc1 (stereo not drawn)
  HRP interference: -9.2%

4 of these compounds in a different format.
| Molecule | HRP interference |
| --- | --- |
| CN(C)CCC(=O)N1c2ccccc2Sc2ccc(C(F)(F)F)cc21 | -3.2% |
| COc1cc(Nc2c3ccccc3nc3ccccc23)cc(OC)c1OC | 1.2% |
| O=C(CN1C(=O)S/C(=C\C=C\c2ccccc2)C1=O)Nc1ccccc1C(=O)O | -11.8% |
| COc1ccc(N2CCN(C(c3cccs3)C(C)NS(C)(=O)=O)CC2)cc1 (stereo not drawn) | -9.2% |

Bioassay records: PubChem BioAssay, Broad Institute
